Screening data from PubChem.
LYPLA2 inh – counter-screen for PME1 inhibitors: inhibitors of human LYPLA2; 320,000 tested, 0.38% active; inhibition, % at 5.9 µM; recombinant LYPLA2, FP-Rh probe fluorescence polarization; O95372; AID 2177;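 active = inhibition above the screen-wide mean plus 3 SD, limit set per campaign, cut at about 26% in these data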;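 note: 0% = LYPLA2 with DMSO and 100% = wells lacking LYPLA2 enzyme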
GSTO1 counter – counter-screen for RBBP9 inhibitors: inhibitors of human GSTO1; P78417; recombinant GSTO1, activity-based probe fluorescence polarization; inhibition, % at 5.96 µM; 300,000 tested, 1.1% active; AID 1974;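 active = inhibition above the campaign mean inhibition plus 3 SD, cut at about 35% in these data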;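 note: 0% = GSTO1-1 with DMSO and 100% = wells lacking GSTO1-1 enzyme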
PAFAH2 FP inh – PAFAH2 (human) inhibition; Q99487; recombinant PAFAH2, FP-rhodamine activity probe, fluorescence polarization; inhibition, % at 3.39 µM; 340,000 tested, 0.99% active; AID 492956;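 active = inhibition above the mean over all tested compounds plus 3 SD, cut at about 30% in these data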;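 note: inhibitors block probe labeling of enzyme so polarization drops; 0% = enzyme with DMSO and 100% = wells lacking PAFAH2 protein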
EBNA-1 inh – blocks EBNA-1 binding to DNA; EBNA-1 DNA binding, fluorescence polarization; inhibition, % at 14.8 µM; 300,000 tested, 0.34% active; in the data active = inhibition above about 28%
PAFAH1B3 FP inh – PAFAH1B3 (human) inhibition; Q15102; recombinant PAFAH1B3, FP-rhodamine probe, fluorescence polarization; inhibition, % at 3.39 µM; 340,000 tested, 0.28% active; AID 492972;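 active = inhibition above the screen-wide average of all tested compounds plus 3 SD, cut at about 25% in these data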;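 note: 0% = enzyme with DMSO only and 100% = wells lacking PAFAH1B3 protein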
PREPL inhibitor – human PREPL enzyme inhibition. Q4J6C6. recombinant PREPL, fluorescence polarization activity-based probe. inhibition, % at 5.96 µM. 320,000 tested, 0.68% active. AID 2751; in the data active = inhibition above about 43%;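 note: 0% = enzyme with DMSO and 100% = wells lacking enzyme; many of its hits are not listed in these tables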
Target sequence (Q4J6C6 whole entry, looked up): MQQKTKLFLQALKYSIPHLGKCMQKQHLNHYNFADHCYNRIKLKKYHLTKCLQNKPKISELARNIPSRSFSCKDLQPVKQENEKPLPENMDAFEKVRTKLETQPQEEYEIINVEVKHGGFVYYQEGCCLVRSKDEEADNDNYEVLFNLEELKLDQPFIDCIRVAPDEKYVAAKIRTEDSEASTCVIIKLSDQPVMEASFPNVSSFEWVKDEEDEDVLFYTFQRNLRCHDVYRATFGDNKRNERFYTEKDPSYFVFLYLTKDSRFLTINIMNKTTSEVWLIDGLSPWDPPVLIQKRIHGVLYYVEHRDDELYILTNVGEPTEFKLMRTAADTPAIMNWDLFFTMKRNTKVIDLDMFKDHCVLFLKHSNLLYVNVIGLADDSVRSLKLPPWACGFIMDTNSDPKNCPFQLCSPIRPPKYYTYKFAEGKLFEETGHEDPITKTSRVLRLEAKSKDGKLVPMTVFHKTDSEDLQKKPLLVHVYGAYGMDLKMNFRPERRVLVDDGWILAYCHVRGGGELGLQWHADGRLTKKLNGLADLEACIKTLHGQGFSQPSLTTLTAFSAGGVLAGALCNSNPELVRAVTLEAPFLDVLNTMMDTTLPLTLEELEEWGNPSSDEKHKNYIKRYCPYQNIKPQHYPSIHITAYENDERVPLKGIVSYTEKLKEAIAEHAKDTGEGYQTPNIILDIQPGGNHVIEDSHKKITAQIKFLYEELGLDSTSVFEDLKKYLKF
PAD4 FP inh – inhibitors of human PAD4; recombinant PAD4, RCA probe fluorescence polarization; Q9UM07; AID 485272; inhibition, % at 6.36 µM; 330,000 tested, 0.41% active;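 active = percent inhibition above a cutoff equal to the mean of all tested compounds plus 3 SD, cut at about 15% in these data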;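 note: 0% = PAD4 with RCA probe and DMSO and 100% = probe without PAD4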
LYPLA1 counter – counter-screen for PME1 inhibitors: inhibitors of human LYPLA1; inhibition, % at 5.9 µM; recombinant LYPLA1, FP-Rh probe fluorescence polarization; 320,000 tested, 0.16% active; AID 2174; O75608;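 active = inhibition above the mean of all tested compounds plus 3 SD, set per campaign, cut at about 14% in these data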;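 note: inhibitors block serine hydrolase probe labeling of LYPLA1 so polarization falls; 0% = enzyme with DMSO and 100% = wells lacking LYPLA1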
ZTA DNA inh – blocks Epstein-Barr virus ZTA, an EBNA-1 counter-screen | P03206 | ZTA-DNA binding, fluorescence polarization | inhibition, % at 11 µM | 320,000 tested, 0.15% active; in the data active = inhibition above about 33%
Target sequence (P03206 whole entry, looked up): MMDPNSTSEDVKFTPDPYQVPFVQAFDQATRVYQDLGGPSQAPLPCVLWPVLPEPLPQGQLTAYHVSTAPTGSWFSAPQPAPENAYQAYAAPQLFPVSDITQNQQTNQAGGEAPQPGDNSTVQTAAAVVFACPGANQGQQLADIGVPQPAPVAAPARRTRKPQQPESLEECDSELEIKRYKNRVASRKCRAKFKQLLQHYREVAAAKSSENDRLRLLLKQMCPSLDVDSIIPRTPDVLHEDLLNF
Active calls of the source: *; nt = not tested or not shown.

molecule,LYPLA2 inh,GSTO1 counter,PAFAH2 FP inh,EBNA-1 inh,PAFAH1B3 FP inh,PREPL inhibitor,PAD4 FP inh,LYPLA1 counter,ZTA DNA inh
COc1ccc(OC)c(-c2c(C#N)c(N)nc3c2c(=O)nc2sccn23)c1,3,12,5,-6,-2,10,-1,4,8
O=C(CN1CCN(S(=O)(=O)c2ccc3ccccc3c2)CC1)Nc1ccc(N2CCOCC2)cc1,6,-2,-4,-20,3,18,-6,-1,-20
O=C(O)CNC(=S)N(Cc1cccs1)C1CCCCC1,0,4,-1,0,-3,6,0,-5,1
CCN(CC)S(=O)(=O)c1ccc(Cl)c(NC(=O)CCCCl)c1,1,0,-1,-19,2,-10,-5,0,-7
Cc1ccc(C(=O)C(C)OC(=O)C2CC(=O)N(C3CCCCC3)C2)cc1 (configuration not stated),4,2,5,8,-3,-4,0,1,2
CC(C)=CCc1c(O)cc2oc3c(CC=C(C)C)c(O)c(O)c(CC=C(C)C)c3c(=O)c2c1O,-10,8,-16,-4,30*,22,-5,-15,-14
CCOC(=O)N1CCN(CC(O)COCc2cc(OC)c(OC)c(OC)c2)CC1 (configuration not stated),5,-4,-3,3,-5,4,1,1,-4
COc1cccc(CN2CC(C(=O)NCCn3ccc(C)n3)CCC2=O)c1 (configuration not stated),-3,3,5,6,5,-1,1,-5,9
FC(F)(F)c1ccccc1/C=N/Nc1ccccn1,-2,0,4,8,13,6,-3,1,14
Cc1ccc(S(=O)(=O)NCc2ccc(C(=O)NC3CC3)cc2)cc1,-2,11,-7,-6,2,1,1,-3,-18
OCc1cn(-c2ccccc2)nc1-c1ccc(Br)cc1,-1,-3,-78,-2,7,-5,-2,-3,8
COC(=O)c1ccccc1SC1CC(=O)N(c2cccc(C)c2)C1=O (configuration not stated),9,-1,-16,0,-12,5,3,8,-6
COCCN(CC1CCCN(C2Cc3ccccc3C2)C1)C(=O)c1cccs1 (configuration not stated),-3,12,28,3,7,3,-3,-4,9
CCOc1ccc(NC(=O)CN(C)Cc2ccc3c(c2)OCO3)cc1S(=O)(=O)N1CCCC1,-9,nt,4,nt,0,8,-2,0,3
Cc1ccc(NC(=O)CN(C)C(=O)CSc2nnc(N)s2)cc1,6,nt,0,nt,1,2,2,1,6
N#CN=C1SCCS1,-2,2,-6,-9,5,16,-3,-1,11
O=C(c1cc2ccccc2[nH]1)N1CCOCC1,-5,-2,-3,6,2,11,-3,-2,-13
CCC12CN(C(=O)c3ccc(OC)cc3)CC(CC)(CN(C(=O)c3ccc(OC)cc3)C1)C2=O,4,2,2,9,0,1,1,2,2
O=C(Cc1ccc(N2CCNC2=O)cc1)N1CCCC(Nc2ccc(F)c(F)c2)C1 (configuration not stated),1,1,1,-4,7,5,5,-2,-12
CCN(Cc1ccccc1)S(=O)(=O)CCNC(=O)c1ccc(OC)cc1,0,-2,10,-16,7,2,-6,-1,-8
Cc1csc2nc(O)c(C(=O)NC3CCCCCC3)c(=O)n12,0,2,-4,11,-4,6,-2,3,2
CNS(=O)(=O)c1cccc(C(=O)OCC(=O)N2CC(C)OC(C)C2)c1 (configuration not stated),-3,6,1,17,1,2,-1,-4,14
Cc1nnc(SCC(=O)N2CCCC(C(=O)c3ccc(Cl)cc3)C2)o1 (configuration not stated),3,0,5,7,3,9,-3,1,3
COc1ccc(OC)c(NC(=O)CC(Cc2ccccc2OC)C(=O)O)c1 (configuration not stated),0,0,5,-3,7,8,6,2,-2
Nc1cc(N)cc(C(=O)Nc2ccc3c(c2)C(=O)NC3=O)c1,9,-4,-2,-1,16,27,1,0,-11
COc1ccc2oc(=O)c(C(=O)N3c4ccccc4CC3C)cc2c1 (configuration not stated),-5,1,0,-5,3,14,-8,-4,2
Cc1cc(C)cc(NC(=O)C2CCCN2C(=O)NC2CCCCC2)c1 (configuration not stated),3,-2,-1,-1,7,27,-2,-2,5
COc1ccccc1N1CCN(CCCCOc2ccc(F)cc2)CC1,1,-10,-11,-12,2,5,-6,3,-5
CCOC(=O)C1=C(C)OC(N)=C(C#N)C1c1cccs1 (configuration not stated),4,6,nt,-1,nt,-6,1,1,7
O=C(Nc1cccc(OC(=O)c2cccnc2)c1)c1cccnc1,6,-4,-1,1,12,3,2,4,-2
CCN(CC)C(=O)Cn1c(=O)n(CCCC(=O)NCc2ccc3c(c2)OCO3)c(=O)c2sccc21,-2,0,0,-1,1,-5,2,-1,2
CCOC(=O)Cc1csc(SCC(=O)Nc2cccc(Cl)c2)n1,7,-9,3,1,8,-8,-7,1,-15
Cc1cccc(CCNC(=O)C2CCCN(S(=O)(=O)c3cccc4nsnc34)C2)c1 (configuration not stated),0,3,10,-15,1,12,-2,2,-5
CCOC(=O)C(C)Oc1cccc2c(=O)n(CC(=O)Nc3ccc4c(c3)OCCO4)ccc12 (configuration not stated),0,4,4,10,-3,-3,0,0,5
CCNC(=O)COC(=O)c1cc(-c2ccc(OC)cc2)nc2ccccc12,-6,8,5,3,13,10,-2,-4,-7
CCOC(=O)Oc1ccc2oc(C)c(C(=O)OCCOC)c2c1,-2,5,-5,3,1,10,3,3,-4
CCCS(=O)(=O)C(=C(Nc1ccc(OC)cc1)Nc1ccc(OC)cc1)S(=O)(=O)CCC,-1,0,-1,11,5,5,-1,-1,17
COc1cc(C2C(C#N)=C(N)Oc3n[nH]c(C)c32)cc2c1OCO2 (configuration not stated),3,18,1,2,-5,-4,-8,2,4
Cc1ccc(S(=O)(=O)N2CCC(=O)N(CCOCc3ccc(C(F)(F)F)cc3)CC2)cc1,-3,4,8,5,7,3,-1,2,-7
O=C(NCCc1ccccc1)C1CCC(=O)N1C1CCCC1 (configuration not stated),-1,-4,10,9,3,6,-3,-1,16
COc1ccccc1N1CCN(C(=O)c2oc3ccc(F)cc3c2C)CC1,-1,8,-5,-5,5,9,4,0,-1
COc1ccc(N2CCN(S(=O)(=O)c3ccc(C(=O)NCc4ccco4)cc3)CC2)cc1,-5,0,-2,38*,12,-6,-1,3,-12
Cc1cc(NCCc2ccc(Cl)cc2)n2ncnc2n1,0,4,-3,0,-3,16,0,1,15
CCc1ccc(N2CC(C(=O)Nc3ccc(F)cc3)CC2=O)cc1 (configuration not stated),-2,4,2,-10,9,-4,-2,-2,-5
CC(C)(C)c1ccc(-c2nnc(SCC(=O)c3ccc4c(c3)OCCO4)o2)cc1,1,4,-16,2,3,1,-3,-3,-2
CCOC(=O)CSc1cc(C)c(C#N)c2nc3ccccc3n12,3,-2,6,11,6,-2,1,-3,-10
O=C1CCCc2c1cc(C(=O)Nc1ccc(Br)cn1)c(=O)n2-c1ccccc1,-8,5,-7,7,10,0,1,-7,5
Cc1ccc(-c2csc(-c3c[nH]c4ccccc34)n2)c(C)c1,-3,1,4,1,10,13,0,-6,0
Cc1nn(Cc2ccccc2)c2c1C(c1cccnc1)C(C#N)=C(N)O2 (configuration not stated),-5,16,-11,8,3,0,0,-2,10
CC(C)[C@H](NC(=O)[C@@H]1Cc2c([nH]c3ccccc23)C2c3ccccc3C(=O)N21)C(=O)N1CCC[C@@H]1C(=O)O (some centres not stated),3,0,5,-5,-1,1,1,2,-14
Cc1cccn2c(=O)c3cc(C(=O)NCCCn4ccnc4)n(C)c3nc12,5,2,-4,-2,7,10,-2,2,-10
NC(N)=NN=C1c2ccccc2-c2ccccc21,0,-7,4,-9,-4,-1,-2,4,0
CCOc1cc(C(=S)N2CCOCC2)ccc1OC(=O)c1cc(OC)c(OC)c(OC)c1,3,2,-6,-3,13,1,-3,1,4
CCn1c(SCc2ccc(Cl)cc2)nnc1-c1ccccc1,-3,-2,-3,-3,6,11,1,-4,-11
CN(CC(=O)Nc1ccc(Cl)cc1)C(=O)COc1ncnc2ccccc12,2,nt,0,nt,5,4,-3,0,-1
O=C1CCC(=O)c2oc3ccccc3c2N1,-1,-4,10,7,2,3,-1,2,12
COc1ccc(C2=NS(=O)(=O)N(C)C(C(=O)N3CCOCC3)=C2)cc1OC,-1,-1,-3,-1,3,1,3,-1,5
O=C(Nc1c(-c2ccccc2)nc2ccc(Cl)cn12)c1cccs1,-4,4,0,1,5,-7,2,-3,4
CN(Cc1cccs1)C(=O)COc1cccc(-n2cnnn2)c1,2,-4,6,-9,4,3,-1,1,8
CCCC1S/C(=N/N=C/c2ccc(C)cc2)N(Cc2ccc(OC)cc2)C1=O (configuration not stated),-3,-3,2,11,2,-10,0,0,1

(next part)
molecule,LYPLA2 inh,GSTO1 counter,PAFAH2 FP inh,EBNA-1 inh,PAFAH1B3 FP inh,PREPL inhibitor,PAD4 FP inh,LYPLA1 counter,ZTA DNA inh
CC(C)(C)c1ccccc1NC(=O)Cn1cnc2cc([N+](=O)[O-])ccc2c1=O,-2,5,2,-5,4,18,-6,-7,-7
COc1cc(Br)c(CC(=O)O)cc1OC,3,-1,nt,-3,nt,5,1,1,-8
O=C1CCCN1c1ccc(C(=O)N(Cc2nnc(-c3ccc(Cl)cc3)o2)C2CC2)cc1,5,-1,7,7,9,-1,1,-4,12
O=C1NN(c2cccc(Br)c2)C(=O)/C1=C\c1ccccc1,15,19,1,8,15,12,4,-2,3
CN(Cc1ccccc1)c1ccc(C(CC(N)=O)NC(=O)Cc2cccc3ccccc23)cc1[N+](=O)[O-] (configuration not stated),3,12,5,-2,10,-23,2,-4,-5
Clc1ccc2nc(COc3ccccc3)[nH]c2c1,6,5,5,-6,2,-1,1,1,-21
CCCCNC(=S)NNC(=O)c1ccco1,3,-8,-2,-3,-3,3,2,4,-11
CC1=NN(c2ccc(S(=O)(=O)O)cc2C)C(=O)C1,-3,24,5,6,15,-8,-15,-2,1
N#CC1=C(N)N(c2ccccc2)C(c2cccc([N+](=O)[O-])c2)C1(C#N)C#N (configuration not stated),1,3,3,6,3,7,-2,3,5
c1ccc(Cn2nnnc2-c2ccco2)cc1,-5,2,-15,-7,13,2,-8,-5,-4
CC(C)c1ccc(NC(=O)NC(C)c2ccc3c(c2)OCO3)cc1 (configuration not stated),-3,2,-14,7,10,-5,-3,0,5
COc1cc(NC(=O)C(C)Oc2ccccc2)ccc1NC(=O)COc1ccccc1 (configuration not stated),0,-3,5,2,8,0,-1,-4,0
Cc1ccc(S(C)(=O)=O)cc1S(=O)(=O)Nc1cccc(Cl)c1,-2,0,2,5,13,-6,0,0,-5
Cc1ccc(NC(=O)c2nnn(-c3ccc4c(c3)OCCO4)c2N)cc1,8,-3,2,-9,3,12,-5,0,4
Cc1ccc(-c2cc(C(=O)NCc3cnn(C)c3C)c3cc(Br)ccc3n2)cc1,-12,-6,9,-17,-1,16,-3,-7,-9
CC(C)CC(NC(=O)C(NC(=O)OC(C)(C)C)C(C)C)C(N)=O (configuration not stated),7,3,-1,6,-5,-14,3,0,8

Complete entries as entered above. Values in the order: LYPLA2 inh, GSTO1 counter, PAFAH2 FP inh, EBNA-1 inh, PAFAH1B3 FP inh, PREPL inhibitor, PAD4 FP inh, LYPLA1 counter, ZTA DNA inh
`CC(C)CC(NC(=O)C(NC(=O)OC(C)(C)C)C(C)C)C(N)=O` (configuration not stated) reads 7, 3, -1, 6, -5, -14, 3, 0, 8
`Cc1ccc(-c2cc(C(=O)NCc3cnn(C)c3C)c3cc(Br)ccc3n2)cc1` reads -12, -6, 9, -17, -1, 16, -3, -7, -9
`Cc1ccc(NC(=O)c2nnn(-c3ccc4c(c3)OCCO4)c2N)cc1` reads 8, -3, 2, -9, 3, 12, -5, 0, 4

An excerpt. The share of hits here may be higher or lower than overall.
